High-throughput results (PubChem)
V-ATPase pHluor – alters yeast V-ATPase proton transport; 350,000 tested, 0.37% active; AID 504577; S. cerevisiae, pHLuorin cytosolic pH fluorescence; response, % at 10 µM; in the data active = response mostly above about 7.3%, no sharp cut-off; inactive = mostly below about 5.4%; note: actives read high; inactives centre near 0; some compounds called inactive have numbers as strong as hits; reference of the scale not given here
MITF act – activators of MITF-driven TRPM1 promoter activity in SK-MEL-5 cells; SK-MEL-5 TRPM1-promoter luciferase, 24 h; % of positive control, neutral wells = 0; activation, % at 12.5 µM; 300,000 tested, 0.75% active;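 active = mean activation of at least 80% with every replicate also reaching 80%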;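 note: 0% = neutral control wells and 100% = parthenolide positive control wells; values of inactives mirror those of a sister screen read the other way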
HTR5A inv ctr – HTR5A inverse agonism, opioid heterodimer counter-screen; AID 504634; inhibition, % at 9.3 µM; 340,000 tested, 0.083% active; HTR5A cell line, luminescence; in the data active = inhibition mostly above about 23%, no sharp cut-off; inactive = mostly below about 18%;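 note: 0% = cells with DMSO and 100% = no-cell wells with DMSO; some compounds called inactive have numbers as strong as hits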
Target sequence (P47898 whole entry, looked up): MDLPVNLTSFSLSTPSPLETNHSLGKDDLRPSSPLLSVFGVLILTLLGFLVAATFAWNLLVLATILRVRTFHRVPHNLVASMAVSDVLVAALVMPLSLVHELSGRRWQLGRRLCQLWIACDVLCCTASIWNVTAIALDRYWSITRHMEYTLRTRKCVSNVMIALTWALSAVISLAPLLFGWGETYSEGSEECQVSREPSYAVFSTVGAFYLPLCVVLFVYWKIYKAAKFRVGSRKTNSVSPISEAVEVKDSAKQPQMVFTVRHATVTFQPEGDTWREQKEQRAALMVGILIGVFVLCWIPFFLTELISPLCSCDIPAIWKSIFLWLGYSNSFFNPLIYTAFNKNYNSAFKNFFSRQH
Wnt act – activates Wnt/beta-catenin signaling in a reporter cell assay. activator, plate reader. activation, % at 9.35 µM. 300,000 tested, 1.2% active. AID 743398; in the data active = activation above about 30%, passing the limit was not always enough;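 note: 0% = neutral control wells and 100% = positive control wells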
CDK5 p35 inh – CDK5/p35 (human) kinase inhibition; Recombinant CDK5/p35, ADP-Glo luminescence, 60 min; inhibition, % at 10 µM; AID 488839; 330,000 tested, 0.01% active;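 active = highest replicate inhibition of at least 50% and at least 75% of replicates reaching 50%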;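 note: plate controls were DMSO neutral control for no effect and GW8510 at 10 µM for full effect; many of its hits are not listed in these tables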
HTR5A ag ctr – activates human HTR5A in OPRM1-OPRD1 agonist counter-screen; P47898; HTR5A agonist assay, luminescence, cell-based; activation, % at 9.3 µM; 340,000 tested, 0.61% active; AID 504692; in the data active = activation mostly above about 9.5%, no sharp cut-off; inactive = mostly below about 7.6%;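 note: 0% = cells with vehicle only and 100% = reference agonist; strong numbers were not always called active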
PvdQ acylase – P. aeruginosa PvdQ acylase inhibition; purified PvdQ acylase, fluorescence plate reader; AID 488965; inhibition, % at 10 µM; 340,000 tested, 0.063% active; in the data active = inhibition above about 30%, passing the limit was not always enough;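 note: 0% = vehicle neutral wells and 100% = reference inhibitor wells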
SR-BI HDL uptake – blocks mouse SR-BI lipid uptake from DiI-HDL. ldlA[mSR-BI] CHO cells, DiI-HDL uptake fluorescence, 3 h. Q61009. AID 488896. 320,000 tested, 0.96% active. inhibition, % at 12.5 µM;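 active = mean replicate inhibition of at least 70% and a set share of replicates each scoring 70 or more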;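 note: 0% = median of neutral control wells and 100% = median of positive control wells; values of inactives mirror those of a sister screen read the other way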
dFosB activator – activators of mouse delta FosB homodimer; purified delta FosB, TAMRA-CDK5 oligo fluorescence polarization; percent of positive-control signal above neutral wells; 340,000 tested, 0.99% active; P13346; activation, % at 25 µM;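 active = mean activation above about 17%, with every replicate also reaching it, limit read from the data, passing the limit was not always enough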;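 note: fluorescence polarization rise as delta FosB binds a TAMRA Cdk5 AP-1 oligo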
Target sequence (P13346 whole entry, looked up): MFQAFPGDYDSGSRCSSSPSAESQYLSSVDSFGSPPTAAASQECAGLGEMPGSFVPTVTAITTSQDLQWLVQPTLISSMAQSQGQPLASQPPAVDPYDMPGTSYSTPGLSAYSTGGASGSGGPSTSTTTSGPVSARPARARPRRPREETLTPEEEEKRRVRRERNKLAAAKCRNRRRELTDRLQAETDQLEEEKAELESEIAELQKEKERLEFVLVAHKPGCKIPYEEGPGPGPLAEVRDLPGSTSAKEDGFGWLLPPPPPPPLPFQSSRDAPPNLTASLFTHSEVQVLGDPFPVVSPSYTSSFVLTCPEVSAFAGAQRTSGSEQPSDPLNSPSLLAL
NSD2 HMT inh – blocks human histone methyltransferase NSD2; O96028; NSD2 peptide methylation, AlphaScreen, 120 min; inhibition, % at 12.5 µM; 310,000 tested, 0.54% active; AID 743445; in the data active = inhibition above about 50%
* hit, by the source's call; / = no result given.

SMILES	V-ATPase pHluor	MITF act	HTR5A inv ctr	Wnt act	CDK5 p35 inh	HTR5A ag ctr	PvdQ acylase	SR-BI HDL uptake	dFosB activator	NSD2 HMT inh
CCOC(=O)N1CCN(C(=O)C(c2ccccc2)c2ccccc2)CC1	3	-6	-10	/	1.3	3	-13	/	-5	0
Cc1nnsc1NC(=O)OCC(C)(C)C	-1	-5	-27	-1	-0.1	11	1	/	-1	/
Cc1ccc(N/C=C(\[N+](=O)[O-])S(=O)(=O)c2ccccc2)cc1	-1	0	1	-2	-1.9	0	-13	-19	3	0
COc1ccc(NC(=O)CN(c2c(C)cccc2C)S(C)(=O)=O)cc1	1	/	21	-1	-4.4	-6	-5	8	-4	-2
CC(=O)n1cc([C@H]2C=C(C(=O)N3CCOCC3)O[C@@H](OCc3ccc(CO)cc3)C2)c2ccccc21	2	-2	-1	-1	1.3	-2	1	3	0	/
COc1cc(C(=O)OC2CSCC2NC(=O)c2ccccc2)cc(OC)c1OC (centres undefined)	2	5	-18	-5	0.1	0	-4	15	1	-2
CC(C)Oc1ccc(C2CC(=O)N(Nc3ccc([N+](=O)[O-])cc3[N+](=O)[O-])C2=O)cc1 (centres undefined)	-3	-2	10	-1	0.2	-3	-6	-20	0	1
Cc1ccc(F)cc1CNC(=O)C1CCC(=O)N(CCc2ccccc2)C1 (centres undefined)	2	2	15	1	0.9	-5	-5	23	-3	1
CCOc1ccccc1CNC(=O)CCN1C(=O)COc2ccccc21	5	7	-12	/	2.6	-6	-11	14	0	0
CCOC(=O)/C(N=Nc1c(Br)cc(Br)cc1Br)=C(\C)O	-3	/	-16	13	-1.3	4	6	39	2	-2
CCn1c(=O)cc(OCC(=O)NCCCN2CCC(C)CC2)c2ccccc21	3	/	-2	/	-1.2	1	-12	-2	5	4
COc1ccc(S(=O)(=O)N(Cc2ccccc2)c2ccccc2C(=O)N2CCOCC2)cc1	3	-6	2	-2	-0.9	-1	-8	/	-7	0
OCC1(Cc2cccc(Cl)c2)CCCN(Cc2cn[nH]c2C2CCCCC2)C1 (centres undefined)	-2	9	38	1	1.0	-1	13	/	-5	/
CC(OC(=O)c1cccc(S(=O)(=O)N2CCCCC2)c1)C(=O)NCC1CCCCC1 (centres undefined)	-1	-7	-10	-2	1.5	3	-16	42	-17	-2
Nc1cc(N)nc(SCCc2ccccc2)n1	-3	32	3	0	0.3	-1	5	-10	3	0
COc1ccccc1C(=O)Nc1ccc(Br)cc1C	2	40	-1	37*	0.1	0	-14	49	-7	-3
Cc1ccc(S(=O)(=O)N2CCOCC2)cc1NC(=O)CN1CCN(C)CC1	0	2	20	0	-0.1	-8	3	-12	-2	1
CCOc1cccc(C2/C(=C(/O)c3ccc4c(c3)CC(C)O4)C(=O)C(=O)N2Cc2cccnc2)c1 (centres undefined)	-2	-10	6	2	-1.9	-2	-4	8	-8	-1
CC(=O)N1C(C(=O)O)CSC1c1cccc(C)c1 (centres undefined)	1	6	-27	/	0.4	3	5	-33	-8	-1
Cc1ccc(NC(=S)NCc2ccc3c(c2)OCO3)cc1	-1	-8	-32	-6	-1.0	12	6	-8	-5	0
NS(=O)(=O)c1ccc(CNC(=S)NC2CC2)cc1	0	5	3	-1	-2.4	-1	-6	-9	4	-1
CCOc1ccc(CN(C)C(=O)[C@H](Cc2ccccc2)NC(=O)OCc2ccccc2)cc1OC	-4	-8	-2	-1	-1.2	-1	1	10	-4	0
C[C@H]1COC(=O)[C@H](NC(=O)OCC2c3ccccc3-c3ccccc32)C/C=C\C[C@H](CC(=O)N(CCO)Cc2ccccc2)C(=O)N1	2	11	14	-4	1.4	-4	8	12	-11	/
Cc1ccsc1/C=N/NC(=O)C1CC(=O)N(c2ccccc2)C1 (centres undefined)	-2	7	-2	-2	-2.3	-1	-7	17	-1	-2
COc1ccc(Cl)cc1NC(=S)NC1CCCC1	-1	1	-12	1	-0.2	3	-5	5	-2	-5
C=CC[n+]1c(/C=C2\C=Cc3cc(C)ccc3N2CC)ccc2ccccc21	0	-78	20	-6	4.1	-7	0	80*	0	46
CCC(CO)Oc1cc(NCc2ccc(C(=O)O)cc2)c2ncn(C(C)C)c2c1 (centres undefined)	3	-1	6	1	4.9	-3	9	-12	-5	/
CCC(=O)c1cc(F)ccc1OCC(=O)N1CCN(c2ccc(F)cc2)CC1	-3	-1	-20	2	1.0	2	-7	28	-8	0
CCCCN(C)Cc1c(C)[nH]c2ccc(C)cc2c1=O	2	/	-6	/	-0.6	-4	-12	-24	-7	3
CC1CCC2=NN(C(=O)c3ccco3)C(O)(C(F)(F)F)C2C1 (centres undefined)	-2	-4	-4	21	-1.4	1	-13	0	-11	-1
CN1CCN(CC#Cc2ccccc2)CC1CCO (centres undefined)	1	-3	10	0	0.6	-4	-12	-8	-5	32
CC(=O)Nc1ccc(S(=O)(=O)Nc2ccc(-n3cnnn3)cc2)cc1	4	-4	-17	0	2.8	2	-21	53	2	-3
Cc1nnc(SCc2nnc(-c3ccccc3Br)o2)n1-c1ccccc1	-5	-1	-4	/	-1.9	2	-6	10	1	-1
Cc1c(C(=O)NC2CC2)oc2ccccc12	0	5	-14	6	-2.6	4	-13	-5	-9	/
Cc1ccc(NS(=O)(=O)c2ccc(Br)s2)nc1	4	-1	0	-1	1.1	0	-10	16	1	0
O=C(O)/C=C/C(=O)NCc1ccccc1	2	-5	11	-2	1.4	-3	-15	-10	4	-1
CC(=O)c1cccc(N(CC(=O)Nc2cc(C)cc(C)c2)S(C)(=O)=O)c1	2	12	0	-1	0.8	0	11	-2	-5	-2
Cc1ccn2cc(CNS(=O)(=O)c3cccs3)nc2c1	-5	5	-3	1	0.2	1	-1	/	-9	2
CC(=O)Nc1ccc(-c2cc(NC(C)=O)n(-c3ccccc3)n2)cc1	2	2	7	/	1.3	-2	-17	-26	3	-2
CC(C)CC(=O)NC(=S)NNC(=O)c1ccc([N+](=O)[O-])cc1	15	-6	14	-4	-1.9	-4	-13	2	-4	0
Fc1ccc(CSc2nc3ncc(Br)cc3[nH]2)cc1	0	28	-1	/	0.6	0	-17	4	8	6
CC1(C)CC(=O)N(CC(=O)NC2CCCC2)c2ccccc2S1(=O)=O	1	-5	8	1	-1.9	-3	-4	-31	-1	/
CCN(Cc1ccccc1)C(=O)CS(=O)(=O)c1ccccc1	0	-7	-9	1	-5.5	3	-11	-6	5	7
CCCc1c(C(=O)N/N=C/c2sccc2C)nnn1-c1nonc1N	4	4	-3	1	-0.6	3	-8	65	3	-6
O=C(CSc1nnnn1C1CCCCC1)NCCc1ccccc1	2	27	-6	3	0.1	3	-7	-9	3	-7
O=C(CCS(=O)(=O)c1ccccc1)Nc1nnc(-c2ccco2)o1	5	-5	14	1	1.7	2	0	-11	-7	-5
O=C(O)c1[nH]c2ccccc2c1NS(=O)(=O)Cc1ccccc1	-2	-11	-10	15	0.2	-5	-1	-3	3	2
COc1ccc(CCNC(=O)CCc2ccc(S(=O)(=O)NCC(C)C)cc2)cc1OC	0	-4	16	-1	2.5	2	-14	8	-5	3
CN(C)S(=O)(=O)c1ccc(C(=O)NCC[N+]2(C)CCCCCC2)o1	-1	/	7	0	-2.9	-2	-4	-13	0	-3
CCOC(=O)N1CCC(NC(=O)c2ccc3c(c2)N(C)C(=O)/C(=C/c2cccc(OC)c2)S3)CC1	-2	-49	12	-3	-0.8	-1	-9	75*	0	0
Cc1nn(-c2ccccn2)c(C)c1Oc1ccccc1O	1	4	9	/	1.0	-4	-8	-24	8	26
COc1cccc(-c2ccc(NC(=O)C3CCCN(Cc4cnn(C)c4)C3)cc2)c1 (centres undefined)	-1	5	16	5	0.0	3	-16	17	-2	/
O=C(Nc1ccc(N2CCOCC2)cc1)c1cc2c(s1)CCCC2	2	67	-9	2	-0.6	3	8	100*	-7	5
COc1ccc(C(=O)NCC(=O)OCc2ccc(Cl)cc2Cl)cc1OC	1	3	4	1	-0.4	-1	-9	-8	-5	3
COc1ccc(C(=O)NCc2n[nH]c(=S)n2-c2ccccc2)cc1OC	3	6	6	-5	0.1	-4	2	-39	-3	-1
COc1ccc(CC(=O)N/N=C(\C)CC(=O)Nc2ccc(N(C)C)cc2)cc1OC	-6	-2	7	3	0.3	-3	-5	/	-9	3
Cn1nc(C(=O)NCCCN2CCCCC2)c2c1-c1ccccc1SC2	12	24	-2	-1	-0.9	0	-14	-3	0	5
Cc1cc([N+](=O)[O-])nn1Cn1nc([N+](=O)[O-])cc1C	-3	4	13	0	-0.3	1	1	7	-3	-1
O=c1c(-n2cncn2)c[nH]n1-c1cccc(Cl)n1	-1	-3	-3	10	-0.4	1	-10	-3	3	23
CC(C)c1ccccc1OCC(=O)Nc1ccccc1C(=O)N1CCOCC1	3	-14	4	-2	-3.5	-2	-10	1	-8	25
Remaining list, next part
SMILES	V-ATPase pHluor	MITF act	HTR5A inv ctr	Wnt act	CDK5 p35 inh	HTR5A ag ctr	PvdQ acylase	SR-BI HDL uptake	dFosB activator	NSD2 HMT inh
COc1ccc(CCN(C)C2CCCN(S(C)(=O)=O)C2)cc1OC (centres undefined)	-4	/	2	-1	-0.3	-1	9	-8	7	10
CCn1c(SCc2cc(=O)[nH]c3ccccc23)nc2c1c(=O)n(C)c(=O)n2C	-1	10	-7	/	-2.2	-4	1	19	-3	0
Cc1[nH]nc2c1C(c1cccc(O)c1)C1=C(CC(C)(C)CC1=O)N2 (centres undefined)	7	53	-7	/	9.3	-3	2	/	-4	0
O=C(Nc1ccc(S(=O)(=O)N2CCCCC2)cc1)C1CCCN(C(=O)c2ccc(Cl)cc2)C1 (centres undefined)	5	-21	-54	/	-1.9	4	-7	9	-13	/
CCCCCCCCNS(=O)(=O)CCNCc1ccccc1	-4	7	1	-3	-0.7	0	0	7	-8	/
Cc1nn(CC(=O)Nc2ccc(Cl)c(S(=O)(=O)N(C)C)c2)c(C)c1[N+](=O)[O-]	-1	0	18	/	0.3	-1	-3	21	-4	-1
COc1ccc(-c2nc(CS(=O)CC(=O)NCc3ccc4c(c3)OCO4)c(C)o2)cc1OC (centres undefined)	-3	-4	9	3	-2.9	-1	-7	15	-15	/
COc1ccc2oc(C(=O)OCC(=O)N3CC(C)OC(C)C3)c(C)c2c1 (centres undefined)	-3	-10	21	1	0.0	6	-2	5	-13	0
CCCCN(CC)CCNC(=O)c1nn(-c2ccc(OC)cc2)c(=O)c2c1c1ccccc1n2C	5	8	-1	-1	1.5	0	10	6	-16	19
O=C1C(Cl)=C(N2CCOCC2)C(=O)N1c1ccccc1F	-1	-12	2	0	-0.4	2	-11	-2	-8	15
COc1ccc(-c2[nH]c(-c3ccccc3)nc2SCC(=O)Nc2nccs2)cc1	-8	/	5	3	-2.2	4	-7	19	-11	/

Another view of part of the listing above.
Each structure is followed by: V-ATPase pHluor, MITF act, HTR5A inv ctr, Wnt act, CDK5 p35 inh, HTR5A ag ctr, PvdQ acylase, SR-BI HDL uptake, dFosB activator, NSD2 HMT inh
COc1ccc2oc(C(=O)OCC(=O)N3CC(C)OC(C)C3)c(C)c2c1 (centres undefined)
→ -3, -10, 21, 1, 0.0, 6, -2, 5, -13, 0
CCCCN(CC)CCNC(=O)c1nn(-c2ccc(OC)cc2)c(=O)c2c1c1ccccc1n2C
→ 5, 8, -1, -1, 1.5, 0, 10, 6, -16, 19
O=C1C(Cl)=C(N2CCOCC2)C(=O)N1c1ccccc1F
→ -1, -12, 2, 0, -0.4, 2, -11, -2, -8, 15
